# Screening data from PubChem BioAssay.
# LEDGF integ inh: blockers of LEDGF/p75-dependent integrase strand transfer – biochemical, TR-FRET, high throughput, primary screen. inhibition, % at 3.7 µM. AID 743269, 2014. HIV-1 integrase (with human LEDGF/p75). TR-FRET IN-LEDGF/p75 DNA integration, Eu/Cy5. 0.64% of 370,000 active;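 active = inhibition above the screen-wide mean plus 3 SD, cut at about 13% in these data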;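 note: signal is the Cy5 over europium emission ratio at 671 and 618 nm; 0% = plate median of compound wells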
# ARFGAP1 inhibitor: inhibitors of rat ARFGAP1 GAP activity, primary screen, biochemical, fluorescence polarization, GDP tracer. Arfgap1-stimulated ARF1 GTP hydrolysis, GDP FP detection. inhibition, % at 16.5 µM. 0.26% of 360,000 active. AID 651572, 2012;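 active = inhibition above a per-plate limit, mean inhibition of low control wells plus 3 SD, cut at about 25% in these data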;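 note: 0% = DMSO wells with enzyme and 100% = wells lacking Arfgap1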
#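 Material: rat Arfgap1 catalytic domain, aa 1-136; also added: human ARF1(Δ1-17)-GTP substrate; compound dosing: one concentration, 16.5 µM, DMSO 1.26%; incubation: GTP hydrolysis reaction 2 h at 25 °C; measured by: Tracer-displacement fluorescence polarization with EDTA stop, 620/688 nm; evaluation: % inhibition from polarization; repeats: one replicate per compound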
# ADAM10 inh: human ADAM10 inhibitors, primary screen, biochemical, QFRET, HTS | Disintegrin and metalloproteinase domain-containing protein 10 (Homo sapiens), O14672 | inhibition, % at 7 µM | AID 720582, 2013 | recombinant ADAM10, EDANS/DABCYL FRET peptide cleavage, 3 h | 0.62% of 370,000 active;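 active = inhibition above a per-campaign cutoff equal to the mean of compounds falling between control-based bounds plus 3 SD, cut at about 20% in these data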;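 note: 0% = DMSO wells while the 100% control is not disclosed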
# DDE Tn6 FP inh: inhibitors of Tn6 peptide binding to fibrin DD(E), primary screen, biochemical, fluorescence polarization, human fibrin, Tn6 probe; Fibrin DD(E) TRITC-Tn6 fluorescence polarization displacement; AID 720509, 2013; inhibition, % at 8.3 µM; Fibrinogen beta chain (Homo sapiens), P02675; 0.21% of 370,000 active;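 active = inhibition above a per-campaign cutoff: mean of compounds within control limits plus 3 SD, cut at about 15% in these data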;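 note: 0% = median of all compound wells on the plate and 100% = blocking peptide control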
# KLK7 zymogen act: proKLK7 zymogen activators, primary screen, biochemical, fluorescence intensity | Kallikrein-7 (Homo sapiens), P49862 | purified proKLK7, EDANS-DABCYL substrate fluorescence; 100% is mature enzyme control, 0% vehicle | activation, % at 7 µM | 0.9% of 370,000 active | AID 652039, 2013;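 active = activation above the mean of all tested compounds plus 3 SD, computed per campaign excluding outliers beyond control limits, cut at about 13% in these data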
# Tn7 DDE FP: inhibitors of Tn7 peptide binding to fibrin DD(E), primary screen, biochemical, fluorescence polarization, human fibrin, Tn7 probe | Fibrinogen beta chain (Homo sapiens), P02675 | FP displacement of FITC-Tn7 peptide from fibrin DD(E); 0% = median of compound wells per plate | inhibition, % at 8.3 µM | 0.13% of 370,000 active;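 active = inhibition above the mean of compounds falling within the control limits plus 3 SD of them, cut at about 14% in these data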;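 note: 0% = plate median of compound wells and 100% = 10 µM Aha-Tn7 peptide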
#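 system = human fibrin DD(E) protein | quantity = DD(E) 2 µM final | medium = Tris/NaCl/CaCl2 buffer, pH 7.8 | also added = labelled Tn7 tracer, 0.1 µM | compound dosing = single point at 8.3 µM | timing = compound with protein 10 min, then 3 h after probe, room temperature | signal = FP measurement | benchmarks = Aha-Tn7 high control | repeats = one replicate per compound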
# TDP2 absorb: human TDP2 enzyme inhibitors, primary screen, biochemical, epi absorbance, recombinant enzyme; 0.34% of 370,000 active; T5PNP hydrolysis, p-nitrophenol absorbance 415 nm; inhibition, % at 12.8 µM; Tyrosyl-DNA phosphodiesterase 2 (Homo sapiens), O95551;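 active = inhibition above the mean of all tested compounds plus 3 SD, set per campaign, cut at about 25% in these data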;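 note: 0% = DMSO with enzyme and 100% = buffer with substrate but no TDP2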
#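 System: recombinant human TDP2 / Amount: 120 nM TDP2 per well / Also added: 5 mM T5PNP chromogenic substrate / Doses: 12.8 µM single point, 1% DMSO / Incubation: 2 h at 37 °C / Detection: p-Nitrophenol epi absorbance / Evaluation: % inhibition relative to enzyme-containing and enzyme-free wells / Repeats: singlicate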
# PLC-gamma1 inh: PLC-gamma1 enzyme inhibitors, primary screen, biochemical, fluorescence, purified enzyme; 1-phosphatidylinositol 4,5-bisphosphate phosphodiesterase gamma-1 (Homo sapiens), P19174; fluorogenic substrate; inhibition, % at 12.2 µM; 0.84% of 370,000 active; AID 720700, 2013; in the data active = inhibition above about 9.5%
# Target sequence (P19174 whole entry, looked up): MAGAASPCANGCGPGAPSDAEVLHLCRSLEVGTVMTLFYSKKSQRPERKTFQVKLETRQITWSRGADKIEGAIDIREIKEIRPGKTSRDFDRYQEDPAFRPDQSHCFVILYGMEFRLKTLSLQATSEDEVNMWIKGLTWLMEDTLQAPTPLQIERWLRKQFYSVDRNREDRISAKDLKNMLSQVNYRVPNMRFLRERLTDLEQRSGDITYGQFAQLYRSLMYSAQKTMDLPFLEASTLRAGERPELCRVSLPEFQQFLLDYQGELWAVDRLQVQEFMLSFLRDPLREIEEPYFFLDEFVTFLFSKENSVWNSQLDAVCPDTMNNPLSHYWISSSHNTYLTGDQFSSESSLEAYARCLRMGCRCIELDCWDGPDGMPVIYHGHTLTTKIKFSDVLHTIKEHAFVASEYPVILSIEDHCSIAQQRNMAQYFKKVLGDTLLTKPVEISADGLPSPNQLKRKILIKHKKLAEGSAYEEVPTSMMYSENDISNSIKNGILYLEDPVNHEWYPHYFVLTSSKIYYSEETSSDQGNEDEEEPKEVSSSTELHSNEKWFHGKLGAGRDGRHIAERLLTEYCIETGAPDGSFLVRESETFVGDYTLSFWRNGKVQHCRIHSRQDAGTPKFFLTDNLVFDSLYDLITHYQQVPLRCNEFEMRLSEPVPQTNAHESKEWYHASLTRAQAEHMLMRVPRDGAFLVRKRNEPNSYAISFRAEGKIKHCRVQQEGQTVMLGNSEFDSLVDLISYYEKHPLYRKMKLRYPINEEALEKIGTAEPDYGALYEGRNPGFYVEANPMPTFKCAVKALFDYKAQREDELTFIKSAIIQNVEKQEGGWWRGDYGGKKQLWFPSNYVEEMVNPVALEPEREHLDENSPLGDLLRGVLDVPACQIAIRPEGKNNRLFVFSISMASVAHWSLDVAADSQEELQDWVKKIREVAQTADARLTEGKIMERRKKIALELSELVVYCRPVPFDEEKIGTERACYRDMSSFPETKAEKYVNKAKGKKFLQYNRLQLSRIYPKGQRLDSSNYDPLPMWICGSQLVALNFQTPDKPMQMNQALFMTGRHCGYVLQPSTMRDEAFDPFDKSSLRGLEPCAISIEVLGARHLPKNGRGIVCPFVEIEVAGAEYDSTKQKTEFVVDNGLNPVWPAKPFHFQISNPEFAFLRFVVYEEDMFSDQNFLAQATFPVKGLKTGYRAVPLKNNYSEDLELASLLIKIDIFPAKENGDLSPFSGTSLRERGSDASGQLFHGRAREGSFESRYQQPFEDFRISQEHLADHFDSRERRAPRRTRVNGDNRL
# ASAP1 GAP inh: inhibitors of human ASAP1 ArfGAP activity, primary screen, biochemical, fluorescence polarization; AID 624377, 2012; Arf-GAP with SH3 domain, ANK repeat and PH domain-containing protein 1 (Homo sapiens), …; 0.19% of 360,000 active; ASAP1-stimulated ARF1 GTP hydrolysis, GDP FP detection; inhibition, % at 16.5 µM; in the data active = inhibition above about 25%;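 note: 0% = vehicle with enzyme and substrate and 100% = no enzyme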
# ADAM17 inh: ADAM17 inhibitors, primary screen, biochemical, QFRET; Disintegrin and metalloproteinase domain-containing protein 17 (Homo sapiens), P78536; recombinant ADAM17, EDANS/DABCYL FRET peptide cleavage; inhibition, % at 6.95 µM; 0.83% of 370,000 active; AID 720648, 2013;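 active = inhibition above the mean of compounds lying between control limits plus 3 SD, set per campaign, cut at about 8.5% in these data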;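 note: 0% = DMSO-only wells as the low control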
# Numbers without * were called inactive; i = inactive.
SMILES,LEDGF integ inh,ARFGAP1 inhibitor,ADAM10 inh,DDE Tn6 FP inh,KLK7 zymogen act,Tn7 DDE FP,TDP2 absorb,PLC-gamma1 inh,ASAP1 GAP inh,ADAM17 inh
Cc1ccc2oc(NC(=O)N3CCOCC3)cc(=O)c2c1,-2,6,-5,6,-0.4,-4,5,-1,-5,1
C[C@H](O)[C@@H]1C(=O)N2CCc3c([nH]c4c(-c5ccccc5)cccc34)[C@@H]2C[C@@H]1N(C)CC1CCCCC1,-1,-5,-208,2,-6.3,-11,-4,-82,-7,-48
CCCOCc1ccc(O)c2ncccc12,-2,1,2,0,0.3,5,7,2,-11,-1
COc1ccc(CNS(=O)(=O)c2c(C(=O)N3CCCCCC3)c(C)n(C)c2C)cc1,-5,-4,1,3,0.1,2,3,1,-1,0
CCC(C)(C)n1nnnc1C(c1ccccn1)N1CCCCC1 (stereo not drawn),0,11,-1,-9,0.8,-4,0,1,-3,-2
COc1ccc(NC(=O)COC(=O)CNS(=O)(=O)/C=C/c2ccccc2)cc1OC,-2,9,-8,7,-0.3,7,5,-2,7,-9
COc1ccc(CNC(=O)CCCn2nc([N+](=O)[O-])cc2C)cc1,-2,1,5,0,-0.4,-7,-7,3,1,1
COc1ccc(C(O)c2nc(-c3cc(F)cc(Cl)c3)cs2)cc1 (stereo not drawn),-2,5,2,0,-0.2,-8,-6,-2,-1,5
CCn1cc(S(=O)(=O)c2ccc(OC)cc2)c(=O)c2cc(OC)ccc21,-3,15,-35,13,0.1,-2,-7,0,-10,-11
NC(=O)c1c(NC(=O)CN2CCCC2)sc2c1CCCC2,-1,-5,-1,2,-0.5,-2,-11,-5,17,-2
O=C(NCc1ccc2c(c1)OCO2)c1cc2ccccc2o1,-2,7,4,-3,0.1,0,12,-5,13,-2
CCOC(=O)c1c(C)oc2c1cc(O)c1ccccc12,-1,10,-5,-1,1.1,-4,2,-6,20,-5
CCCCc1nc(NCCO)c(C#N)c2c1CCCC2,2,-9,-93,2,-1.1,-2,-18,-12,-15,-35
COc1ccc2c(C)c(CC(=O)N3CCN(C(=O)C4COc5ccccc5O4)CC3)c(=O)oc2c1C (stereo not drawn),-2,2,i,5,-1.4,6,11,-96,2,-366
CC(CC(=O)O)CC1=NS(=O)(=O)c2ccccc2N1 (stereo not drawn),1,-20,6,-2,0.2,7,1,-18,-9,-17
Cc1ccc(S(=O)(=O)N2CCN(C(=O)CCOc3ccccc3C)CC2)cc1C,-4,7,-10,7,-0.1,-4,-4,1,1,-1
Cc1ccc(S(=O)(=O)/N=C(\Nc2cc(C)on2)c2ccc(Cl)cc2)cc1,2,-5,0,3,-0.2,1,6,-1,4,0
COc1ccc(CN(CC(=O)NCc2ccccc2)C(=O)CCC(=O)Nc2nccs2)cc1,-1,8,0,-1,-0.7,0,-4,1,-5,-2
CN(C(=O)COC(=O)C1COc2ccccc2O1)C1(C#N)CCCCC1 (stereo not drawn),0,1,-6,-10,-0.4,1,7,1,8,-2
CC(=O)Oc1ccc(/C=N/NS(=O)(=O)c2ccccc2)cc1,0,-1,-6,8,-0.1,-8,-16,9,-1,3
S=C(NNc1ccnc2cc(Cl)ccc12)Nc1ccc(Cl)cc1Cl,-1,15,-2,-1,0.3,-5,-14,-16,11,-2
COC(=O)c1ccc(NC(=S)NCCc2cccc(C)c2)cc1,-4,2,13,-5,0.3,5,6,1,-6,0
CC(C)CC1=C/C(=C/c2ccc(-c3ccccc3)o2)C(=O)O1,1,-9,-50,-2,0.9,0,10,-28,-13,-17
O=C(CN1C(=O)NC(Cc2c[nH]c3ccccc23)C1=O)Nc1ccc(F)cc1F (stereo not drawn),0,-4,-15,-9,0.6,-2,-3,1,-6,2
CN1CCc2c(sc(N)c2C(=O)c2ccc(Cl)cc2)C1,2,-9,-55,-5,0.2,-1,-22,-37,6,-30
COc1cc(N(C)C)ccc1C=c1c2ccccc2n2c1cc(-c1ccccc1)[n+]2C,-1,13,-29,-9,1.7,-1,10,-14,36*,2
COc1ccc(NC(=O)Nc2ccc(F)cc2F)cc1,-2,-6,-3,5,-0.4,-6,7,4,4,2
Cc1ccc(S(=O)(=O)NC2=NCN(C(C)C)CN2)cc1,2,-7,5,0,-0.7,-9,-14,4,-3,-1
C=CCNc1cnn(CC(C)=O)c(=O)c1Br,2,3,3,-3,0.2,6,9,0,-7,-4
O=C(CSc1nnc(-c2cccs2)o1)N1CCOCC1,4,-2,-2,0,0.0,-1,6,1,20,-3
Cc1ccc(NC(=O)C2(C)CCN2CCc2ccccc2)cc1 (stereo not drawn),-3,-3,1,1,0.1,7,10,-2,1,-2
CCOc1cc(N2CCOCC2)c(OCC)cc1NC(=O)c1c(-c2ccccc2)noc1C,0,9,-10,-1,1.2,-8,-1,-3,10,-2
O=C(Nc1ccccc1F)c1ccc(S(=O)(=O)NCC2CCCO2)cc1 (stereo not drawn),1,12,5,-1,-0.4,2,-4,2,1,4
NS(=O)(=O)c1cnccc1Oc1cccc(Cl)c1,5,-6,8,-5,0.3,-2,-6,1,-14,-1
Cc1cccc(C)c1NC(=O)COC(=O)c1c2c(nc3ccccc13)/C(=C\c1ccc3c(c1)OCO3)CCC2,5,1,-69,-5,-3.1,-8,12,i,9,-21
N=C(N)n1c(N)nc2ccccc2c1=O,2,0,-205,-6,2.0,0,-6,-44,-2,-85

# Part of the list above in order of molecular weight, rising:
SMILES,LEDGF integ inh,ARFGAP1 inhibitor,ADAM10 inh,DDE Tn6 FP inh,KLK7 zymogen act,Tn7 DDE FP,TDP2 absorb,PLC-gamma1 inh,ASAP1 GAP inh,ADAM17 inh
O=C(CSc1nnc(-c2cccs2)o1)N1CCOCC1,4,-2,-2,0,0.0,-1,6,1,20,-3
O=C(Nc1ccccc1F)c1ccc(S(=O)(=O)NCC2CCCO2)cc1 (stereo not drawn),1,12,5,-1,-0.4,2,-4,2,1,4
Cc1cccc(C)c1NC(=O)COC(=O)c1c2c(nc3ccccc13)/C(=C\c1ccc3c(c1)OCO3)CCC2,5,1,-69,-5,-3.1,-8,12,i,9,-21

# New compounds follow:
SMILES,LEDGF integ inh,ARFGAP1 inhibitor,ADAM10 inh,DDE Tn6 FP inh,KLK7 zymogen act,Tn7 DDE FP,TDP2 absorb,PLC-gamma1 inh,ASAP1 GAP inh,ADAM17 inh
S=C(Nc1ccccc1Cl)NC1CC2CCCC(C1)N2C1CC1 (stereo not drawn),-6,-6,-5,6,-0.5,2,-8,-1,6,-5
COc1ccc(-c2nc3c(Cl)cc(C(F)(F)F)cn3c2Cc2ccc(C)cc2)cc1OC,1,-2,-32,-4,-2.0,7,1,-13,9,-9
COc1ccccc1NC(=O)c1ccccc1SCC(=O)N1CCCC1,5,0,-8,-4,0.2,-6,-9,-1,11,-1
COc1ccc(S(=O)(=O)N2CCN(S(=O)(=O)c3ccc(C(F)(F)F)cc3)CC2)cc1C,-1,10,6,6,0.3,-5,-3,-1,6,-1
CCC(Cc1ccccc1)NC(=O)c1ccc2nc(N3CCOCC3)sc2c1 (stereo not drawn),2,-6,7,-7,-0.1,0,0,5,7,1
CC(C)c1nc(C(N)=O)c2[nH]c(=O)n(-c3ccc(F)cc3)c2n1,1,6,-297,0,-62,-3,2,-44,-1,-101
CN(c1nnc(N)s1)C1CCCCC1,2,3,-5,-3,0.0,0,5,1,6,-2
COC(=O)COc1c(/C=C\c2nc(O)c([N+](=O)[O-])c(=O)[nH]2)cccc1OC,-2,-6,-5,0,-0.8,0,12,1,-14,0
COc1ccc2nc(SCC(=O)Nc3cc(C)on3)[nH]c2c1,1,-1,5,-6,-0.1,-11,-5,5,3,4
CCC(C)N(C(=O)CSc1nnc(COc2ccccc2F)n1N)C1CCS(=O)(=O)C1 (stereo not drawn),0,-10,3,3,0.1,1,8,0,-5,2
CCOc1cccc(-c2nc(C(N)=O)c3[nH]c(=O)n(-c4cccc(Cl)c4)c3n2)c1O,0,-6,-1,6,1.4,6,-2,0,-2,1
C/C(=N\Nc1c(Cl)c(Cl)nc(C(=O)O)c1Cl)c1ccc(O)cc1,-1,11,8,-6,0.3,7,14,-2,6,-1
O=C(COc1c(CO)cc(Br)cc1CO)NC1CCCc2ccccc21 (stereo not drawn),4,-5,6,-5,-0.2,3,0,5,12,-1
Cc1nc2sc3c(NCc4ccco4)ncnc3c2c2c1COC(C)(C)C2,-1,2,-7,3,-0.5,-2,4,1,-7,-4
CCN(CC)S(=O)(=O)c1ccc(N2CCOCC2)c(NC(=O)COc2ccc(Cl)cc2)c1,-4,1,-1,-8,0.1,0,-24,2,12,-7
Cc1cc(S(=O)(=O)Nc2cccc(Cl)c2)c(C)s1,2,6,8,11,0.3,1,6,-3,-5,3
COc1ccccc1NC(=O)COc1ccccc1,-2,4,-6,-2,0.1,6,12,-2,10,-6
Cc1ccc2c(c1)C(=C(C#N)C#N)C(=O)N2CCN1CCCCC1,3,-10,9,-7,1.2,4,0,-1,6,-8
Cc1nc2nc(C)c(CCC(=O)NCCC3=CCCCC3)c(C)n2n1,-4,-8,4,2,0.5,9,9,-1,0,-5
COC(=O)c1ccccc1C(=O)N1CCCC(C(=O)c2cc(F)ccc2F)C1 (stereo not drawn),0,-6,-4,-7,0.5,1,11,0,-9,-6
COCCNC(=S)N(C)[C@H]1C[C@H]2c3[nH]c4c(-c5ccc6c(c5)OCO6)cccc4c3CCN2C(=O)[C@H]1[C@H](C)O,-2,-4,-15,1,0.4,4,-3,-17,17,-1
O=C(c1ccccc1)N(CCN1CCOCC1)C1(C(=O)Nc2ccccc2)CCCCC1,2,7,1,1,0.3,-1,3,1,3,-4
